JMJD2A Tudor inh: JMJD2A Tudor domain (human) inhibition | AlphaScreen JMJD2A-Tudor / H3K4me3 peptide binding | Potency, µM (series often up to 114 µM), for the others: at the highest dose activity change, negative = inhibition, most hits filed as inhibitors | 390,000 compounds, 4.4% hits; note: % is set by controls: 0 for no effect and ±100 for the full control effect; nearly all actives have a fitted effect of over 50% in size
ERG-DNA inh: inhibitors of human ERG Ets domain-DNA interaction; fluorescence polarization, His-ERG Ets domain / labelled DNA; 370,000 compounds, 0.028% hits; P11308; AID 624246; Potency, µM (doses to about 76.9 µM), for the others: at the highest dose FP activity, negative = inhibition, actives largely listed as inhibitors; active = well fitted inhibition curve with a large enough effect in the polarisation, with a control signal flat; inconclusive = small, poorly fitted or top-dose-only effect, or effect the other way, or a change in a side signal; inactive = no such curve, though single readings can be large or run the other way; the % refers to the polarisation;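 note: polarization taken with two DNA probes labelled with fluorescein and Texas red; % of control where 0% means no effect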
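His-tagged ERG Ets domain (1 uM in the protein solution; 300mM KCl, 50mM Tris-HCl, 1mM EDTA, 1mM DTT, pH 7.5) received compound, then a probe mix of 5 nM fluorescein-DNA and 100nM Texas-615-DNA. Fluorescence polarization was read for both dyes.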
HP1b binding inh: HP1-beta chromodomain-methylated histone interaction inhibition; P83916; 390,000 compounds, 0.56% hits; Potency, µM (top dose mostly 114 µM), for the others: at the highest dose activity change, negative = inhibition, hits mostly inhibitors; AlphaScreen HP1-beta / biotin-H3K9me3 peptide binding; note: nearly all actives have a fitted effect of over 70% in size; inactives centre near 23
Target sequence (P83916 whole entry, looked up): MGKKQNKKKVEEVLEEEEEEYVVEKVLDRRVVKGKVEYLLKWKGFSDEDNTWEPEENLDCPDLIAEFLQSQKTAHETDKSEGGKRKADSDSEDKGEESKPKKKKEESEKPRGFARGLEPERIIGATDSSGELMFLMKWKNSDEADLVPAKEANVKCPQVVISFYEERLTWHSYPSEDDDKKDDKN
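Compound inhibition of the preformed complex between 50 nM HP1-beta and 50 nM biotinylated H3K9me3 peptide was read by AlphaScreen. Buffer was PBS pH 7.4 with 0.01% Tween-20. Incubations ran 30 min at room temperature, with 10 ug/mL donor/acceptor beads.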
RGS4 inh: blocks human RGS4-accelerated GTP hydrolysis. 390,000 compounds, 0.039% hits. P49798. Potency, µM (doses to about 114 µM), for the others: top-dose activity change, negative = inhibition, actives largely listed as inhibitors. Transcreener GDP fluorescence polarization, RGS4-accelerated GTP hydrolysis; note: % is set by controls: 0 for no effect and ±100 for the full control effect; nearly all actives have a fitted effect of over 75% in size; some results filed as inactive show a strong effect at the top dose
Target sequence (P49798 whole entry, looked up): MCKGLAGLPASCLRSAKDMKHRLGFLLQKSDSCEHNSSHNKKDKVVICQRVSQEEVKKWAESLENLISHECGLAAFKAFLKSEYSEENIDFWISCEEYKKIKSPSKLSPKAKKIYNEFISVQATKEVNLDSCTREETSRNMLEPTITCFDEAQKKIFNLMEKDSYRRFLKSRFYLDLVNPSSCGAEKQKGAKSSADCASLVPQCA
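MLSMR compounds (23 nl, pin-transferred) preincubated 10 min at room temperature with a 500nM (2x) first reagent, then RGS4 at 900nM (2x) plus Transcreener GDP mix added; fluorescence polarization (620/688 nm) read before and after 90 min at 30 °C.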
Tb PGK inh: T. brucei PGK inhibition; PGK/GAPDH coupled, Kinase-Glo luminescence, 60 min; Potency, µM (highest dose often 57.5 µM), for inactives: top-dose activity change, negative = inhibition, hits mostly inhibitors; 380,000 compounds, 0.043% hits; AID 602233; note: % is set by controls: 0 for no effect and ±100 for the full control effect; nearly all actives have a fitted effect of over 60% in size
Target sequence (P07378 whole entry, looked up): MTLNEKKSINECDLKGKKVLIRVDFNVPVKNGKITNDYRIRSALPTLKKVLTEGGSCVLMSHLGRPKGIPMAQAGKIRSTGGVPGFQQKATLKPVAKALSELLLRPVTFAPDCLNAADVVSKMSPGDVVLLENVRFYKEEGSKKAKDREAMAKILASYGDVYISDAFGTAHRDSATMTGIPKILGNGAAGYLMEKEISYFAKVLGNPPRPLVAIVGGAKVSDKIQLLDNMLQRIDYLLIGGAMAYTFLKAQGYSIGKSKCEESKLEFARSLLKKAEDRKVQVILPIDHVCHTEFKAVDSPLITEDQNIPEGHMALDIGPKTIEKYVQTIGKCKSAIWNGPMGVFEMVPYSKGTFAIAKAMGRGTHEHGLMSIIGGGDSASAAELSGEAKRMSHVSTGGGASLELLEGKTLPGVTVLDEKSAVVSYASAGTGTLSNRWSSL
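Recombinant glycosomal PGK reaction used 1,3-bisphosphoglycerate generated in-well by GAPDH (100nM final) in 100mM TEA pH 7.6, 5mM MgCl2, 0.01% Tween-20. After 60 minutes at room temperature, ATP was read by Kinase-Glo Plus luminescence end-point.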
Pin1 inh: human Pin1 inhibition | 390,000 compounds, 0.009% hits | Potency, µM (series often up to 115 µM), for the others: at the highest dose activity, negative = inhibition, usual class: inhibitors | Pin1 FP peptide displacement, HiFluor488, 10 min | Q13526 | AID 504891; active = well fitted inhibition curve with a large enough effect in the polarisation, with a control signal flat, not every such curve was filed as active; inconclusive = small, poorly fitted or top-dose-only effect, or effect the other way, or a change in a side signal; inactive = no such curve, though single readings can be large or run the other way; the % refers to the polarisation; note: % is set by controls: 0 for no effect and ±100 for the full control effect
Target sequence (Q13526 whole entry, looked up): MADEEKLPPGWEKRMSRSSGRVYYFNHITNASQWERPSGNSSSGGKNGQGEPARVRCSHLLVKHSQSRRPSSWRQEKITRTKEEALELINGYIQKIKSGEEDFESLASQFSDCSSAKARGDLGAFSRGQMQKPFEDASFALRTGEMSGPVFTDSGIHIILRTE
ALOX12 inh: blocks human arachidonate 12S-lipoxygenase | P18054 | purified 12hLO, xylenol orange hydroperoxide absorbance | Potency, µM (titrated, usually from 108 µM), for inactives: at the top dose activity change, negative = inhibition, actives largely listed as inhibitors | 580,000 compounds, 1.1% hits | AID 1671190; note: % is set by controls: 0 for no effect and ±100 for the full control effect
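Purified human 12hLO (150 nM final) in 25 mM Hepes, 0.01% Triton X-100, pH 7.0 was preincubated 15 min at room temperature with compound. Then 40 uM arachidonic acid was added, 30 min. Hydroperoxide was read by Fe-XO absorbance ratio 573/405 nm.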
GLS inh: glutaminase GLS (human) inhibition | Potency, µM (doses to about 45.5 µM), for inactives: top-dose activity change, negative = inhibition, most hits filed as inhibitors | 410,000 compounds, 0.21% hits | GLS enzymatic activity, qHTS titration | O94925; note: % is set by controls: 0 for no effect and ±100 for the full control effect
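hKGA in 45 mM KH2PO4 (pH 8.2), 0.02% Tween-20 with compound, then 1mM L-Glutamine (stock as added) plus glutamate oxidase/HRP/Amplex red coupling mix. Fluorescence read initially and after 30 min at RT; signal change reflects glutamate formation.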
rTrxR1 inhibitor: blocks rat thioredoxin reductase 1 | O89049 | recombinant rTrxR1, NADPH fluorescence consumption, selenite substrate | Potency, µM (titrated, usually from 114 µM), for inactives: top-dose activity change, negative = inhibition, actives largely listed as inhibitors | 390,000 compounds, 1% hits | AID 588453; note: % is set by controls: 0 for no effect and ±100 for the full control effect; nearly all actives have a fitted effect of over 65% in size
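Rat TrxR1 (90 nM in the dispensed reagent) was pre-reduced with 400 uM NADPH for 5 min at room temperature, then incubated with compound for 15 min. After 400 uM selenite was added, NADPH fluorescence (Ex 340/Em 450 nm) was followed for 8 min.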
* marks the source's active call; other numbers are inactive results; i = inactive; ? = inconclusive; . = not tested or not shown; & = joins results of further samples; [ ] = another dose, or the depositor's remark. Unless noted, calls come from the whole dose curve; as a rule, active = well fitted curve in the direction sought with a large enough effect; inconclusive = small, poorly fitted or top-dose-only effect, or another doubt; inactive = no such curve, though single readings can be large; an effect the other way counts as inactive or inconclusive. Potency is the fitted concentration of half-maximal effect.

SMILES	JMJD2A Tudor inh	ERG-DNA inh	HP1b binding inh	RGS4 inh	Tb PGK inh	Pin1 inh	ALOX12 inh	GLS inh	rTrxR1 inhibitor
CC(=O)c1cc(-c2ccc(F)cc2)n(CC(=O)NC2CCC(C)CC2)c1C (stereo unspecified)	-19.6%	-8.3%	9.6%	6.4%	-8.9%	-3.9%	?	-5.5%	11.4%[57.1 µM]
CCN(CC)S(=O)(=O)c1nnc(NC(=O)COc2ccc(C)cc2)s1	-25.7%	-1.4%	17.3%	17.5%	3.9%	0.6%	-9.3%	12.2%	-16.8%
O=C1OC(c2ccc(Br)cc2)=N/C1=C\N1CCCCC1	-18.3%[57.1 µM]	-9.3%	38.1%	0.3%[56.9 µM]	9.3%	4.5%	0.0%	19.5%	9.8%
CCOC(=O)c1cc(-c2ccccc2)n(CCC(=O)Nc2nc3c(C)cccc3s2)c1C	?	0.0%	-0.9%	-2.6%	-8.6%	5.8%	?	-3.5%	30.1%[57.1 µM]
O=C(CC1Nc2ccccc2NC1=O)NCC1COc2ccccc2O1 (stereo unspecified)	-17.5%	0.9%	16.6%	16.2%	-2.3%	4.8%	.	9.1%	10.5%[57.1 µM]
COc1ccccc1NC(=O)N1CCN(c2cc(-c3ccccc3)nc3ncnn23)CC1	-19.9%	8.9%	26.4%	-11.6%	-7.6%	2.7%	-15.0%	0.9%	-9.0%
Cc1ccc(-c2cc(C(F)F)n3ncc(C(=O)N4CCCCC4c4cccnc4)c3n2)cc1 (stereo unspecified)	1.7%	6.6%	29.6%	-14.3%	8.6%	-3.6%	0.7%	-19.3%	23.1%
CCOc1ccccc1N(C(=O)c1snc(C(N)=O)c1N)C(C(=O)NC1CCCC1)c1ccco1 (stereo unspecified)	-19.4%	1.5%	17.2%	-27.0%	-0.3%	-2.8%	-10.7%	23.4%	-8.5%
Cn1c(Cn2c(=O)sc3ccccc32)nnc1SCc1ccccc1	-7.7%	-3.3%	46.8%[activator]	4.6%	1.8%	7.4%	16.1%[57.4 µM]	3.3%	15.6%[57.1 µM]
Cc1cc(C)cc(OCC(=O)Nc2cc(C)on2)c1	-0.7%	-2.7%	30.3%	-3.2%	8.2%	-1.6%	0.7%	-9.1%	14.2%
Cc1cc(C)c2nc(SCCC#N)nc(C)c2c1	12.9%	-1.3%	42.5%	4.5%	10.6%	-0.3%	1.8%	2.2%	-3.6%
CC(C)C(=O)N1CCC2(CC1)Oc1ccc(Cl)cc1C(=O)C21CC(c2ccccc2)=NO1 (stereo unspecified)	-26.2%	-4.5%	27.9%	-19.1%	-7.3%	2.1%	?	-8.4%	-18.9%
O=C(O)CSCC(=O)Nc1ccc(C(=O)O)cc1	-9.1%	-2.3%	16.6%	-26.5%	-7.2%	-0.7%	-8.6%	-7.8%	7.3%
COC(=O)Nc1ccc2c(c1)ncn2C1CCCCC1	-2.1%	-4.2%	31.9%	31.7%	-10.0%	1.2%	?	.	12.1%
Fc1ccc(CSc2nnc(Cc3sc(-c4ccccc4)nc3-c3ccccc3)o2)cc1	1.2%	-9.6%	14.3%	8.8%	-1.3%	-4.8%	135.1%[activator]	6.5%	10.8%[57.1 µM]
CN1CCN(C(=O)c2cc3nc(-c4ccc(Cl)cc4)cc(C(F)(F)F)n3n2)CC1	1.2%	7.2%	38.6%	7.4%	0.7%	10.6%	0.0%	0.0%	15.8%
COc1ccc(OCc2nc3ccccc3n2Cc2ccccc2Cl)cc1	-13.1%	-3.5%	16.9%	2.8%	-6.0%	17.2%	-1.8%	0.7%	12.7%
COc1ccc(-c2ccc(-c3cc(=O)oc4cc(OC)c(OC)c(OC)c34)cc2)cc1	-33.6%	-1.1%	3.0%	6.4%	9.5%	?	?	-0.7%	4.0%
Cc1cccc(C)c1NC(=S)Nc1ccc(F)cc1	-10.4%	-5.5%	23.3%	10.8%	-12.9%	2.3%	-6.9%	1.1%	0.8%[57.1 µM]
CCN(CC)C(=S)Nc1cc(C(=O)OC)ccc1C(=O)OC	-3.5%	-3.2%	21.1%	3.1%	-3.1%	-0.6%	16.3%	10.0%	-5.5%[57.1 µM]
COc1cc(-c2nnc(SCC(=O)N(C)C3CCCCC3)o2)cc(OC)c1OC	-11.3%	2.2%	48.2%[activator]	-1.2%	-6.6%	29.6%	-4.9%&-12.3%	-7.4%	-7.2%
O=C(NNC(=O)c1cccs1)c1ccc(S(=O)(=O)N2CCCCC2)cc1	8.0%	4.6%	27.6%	7.2%	-5.6%	0.6%	-12.1%	19.5%	-20.1%
O=C(CCc1ccccc1)NCc1ccc(F)cc1	2.1%	6.0%	31.4%	-19.5%	i	2.8%	13.5%	-3.9%	18.2%
CN1CCN(C(CNC(=O)C(=O)Nc2ccccc2C#N)c2ccc3c(c2)OCO3)CC1 (stereo unspecified)	-11.6%	7.2%	9.9%[57 µM]	6.1%	i	-7.9%	1.3%	5.4%	8.1%[57.1 µM]
Cc1ccc(C(=O)Nc2ccc(S(=O)(=O)Nc3ncccn3)cc2)cc1[N+](=O)[O-]	-16.2%	0.5%	41.2%[activator]	-7.9%	-2.9%	10.0%	0.0%	-4.2%	15.6%
CCC1CCCCN1C(=O)CCCc1ccccc1 (stereo unspecified)	-3.9%	2.0%	51.4%[activator]	20.5%	5.3%	3.4%	3.0%	1.9%	5.7%
C=CCn1c2ccccc2c(=O)c2cc(C#Cc3ccccn3)ccc21	53.2%[activator]	-9.2%	125.1%[activator]	-37.0%	8.8%	66.8%[activator]	-19.2%	-6.2%	22.3%
CCOC(=O)C1=C(C)N=c2s/c(=C\c3ccc(OC(C)=O)cc3)c(=O)n2C1/C=C/c1ccccc1 (stereo unspecified)	-0.7%	32.8%[activator]	27.5%	-14.5%	-3.2%	13.8%	-27.1%	-3.1%	-13.7%
O=C(NCCc1ccccc1)C(=O)NCC1OCCN1S(=O)(=O)c1ccccc1 (stereo unspecified)	11.3%	-6.5%	16.7%	-16.7%	i	-1.0%	12.0%	-2.9%	19.1%
O=C(COc1ccccc1Cl)Nc1ccc(S(=O)(=O)Nc2ccccn2)cc1	-7.8%	11.9%	30.0%	-26.8%	0.0%	4.4%	0.0%	-8.0%	26.2%
O=C(c1cccc(Br)c1)N1CCN(Cc2cc(=O)n3nc(-c4ccccc4)sc3n2)CC1	-10.7%	-2.5%	20.1%[57 µM]	3.6%	-6.2%	-4.1%	-5.8%	-11.5%	-3.5%[57.1 µM]
CCOC(=O)c1cc(S(=O)(=O)N2CCN(c3ccc(C)cc3C)CC2)[nH]n1	?	-7.1%	-2.4%[57 µM]	-6.8%	i	-4.3%	-27.8%	13.4%	19.8%[57.1 µM]
COc1ccc(CCCNC(=O)C2CCC(=O)N(CCCN3CCCC3=O)C2)cc1 (stereo unspecified)	-16.4%	3.1%	11.3%	-18.8%[56.9 µM]	7.0%	-2.5%	-9.5%	-4.2%	20.7%[57.1 µM]
CCN(CC)C1CCN(C(=O)c2ccc(OC3CCN(CCc4ccccc4)CC3)cc2)C1 (stereo unspecified)	-2.8%	15.8%	27.8%	-28.4%	-2.1%	0.3%	-9.8%	1.4%	8.4%
Cc1ccccc1C(=O)c1c[nH]c(C(=O)N=CN(C)C)c1	-4.2%	-2.8%	31.0%	13.7%	3.2%	10.8%	-15.2%	-0.9%	10.1%[57.1 µM]
O=Cc1c(-[n+]2ccccc2)nc([O-])n1-c1ccccc1	-13.8%	-5.8%	17.4%	?	-3.7%	-7.6%	?	-3.5%	-19.5%
Cc1cc(NC(=O)c2ccc(COc3ccc(Cl)c(C)c3)o2)no1	-13.9%	1.2%	-11.7%	-25.1%	-0.8%	5.3%	-4.4%	-7.5%	37.8%[activator]
CCOCCCn1c(=S)[nH]c2cc(C(=O)NCCc3ccc(OC)c(OC)c3)ccc2c1=O	2.5%	-2.4%	52.6%[activator]	4.1%	i	0.0%	7.8%	-11.6%	24.0%
COc1ccc(N(Cc2ccccc2)C(=O)OC(C)(C)C)c(C(=O)N(C)OC)c1	-9.4%	3.6%	29.1%	-11.9%	i	0.4%	7.2%	-8.2%	31.2%
CCN(C(=O)c1cc2c(=O)oc3ccccc3c2s1)c1ccccc1F	1.9%	-0.7%	18.2%	-3.6%	i	-3.5%	0.1%	3.6%	32.1%[activator][57.1 µM]
Cc1ccc(OCCSCc2nc3ccccc3[nH]2)cc1	3.2%	-3.1%	39.0%	-5.7%	6.2%	-10.6%	69.7%[activator]	8.4%	7.5%
CC(=O)NNC(=O)c1[nH]c2ccc(Br)cc2c1-c1ccccc1	-14.9%	-5.4%	42.9%[activator]	-4.9%	i	-6.9%	-0.9%	-4.4%	13.4%
O=C1CCC(=O)N1CCOP1(=O)COc2ccccc2OC1	-0.9%	-1.4%	46.8%[activator]	-34.5%	-3.2%	-11.5%	-29.3%	6.3%	-2.4%[57.1 µM]

A portion of the library (hit frequency here may not be typical).
